High-throughput results from PubChem.
M5 ag – agonists of human muscarinic M5 receptor (CHRM5); P08912; CHO-K1 hM5 cells, Fluo-8 calcium fluorescence; 0% DMSO wells, 100% maximal acetylcholine response; activation, % at 3 µM; actives 0.19% (n = 360,000);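 active means activation above the run's mean over test compounds plus 3 SD, cut at about 23% in these data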;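 further: signal is peak over basal fluorescence ratio across the kinetic read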
Target sequence (P08912 whole entry, looked up): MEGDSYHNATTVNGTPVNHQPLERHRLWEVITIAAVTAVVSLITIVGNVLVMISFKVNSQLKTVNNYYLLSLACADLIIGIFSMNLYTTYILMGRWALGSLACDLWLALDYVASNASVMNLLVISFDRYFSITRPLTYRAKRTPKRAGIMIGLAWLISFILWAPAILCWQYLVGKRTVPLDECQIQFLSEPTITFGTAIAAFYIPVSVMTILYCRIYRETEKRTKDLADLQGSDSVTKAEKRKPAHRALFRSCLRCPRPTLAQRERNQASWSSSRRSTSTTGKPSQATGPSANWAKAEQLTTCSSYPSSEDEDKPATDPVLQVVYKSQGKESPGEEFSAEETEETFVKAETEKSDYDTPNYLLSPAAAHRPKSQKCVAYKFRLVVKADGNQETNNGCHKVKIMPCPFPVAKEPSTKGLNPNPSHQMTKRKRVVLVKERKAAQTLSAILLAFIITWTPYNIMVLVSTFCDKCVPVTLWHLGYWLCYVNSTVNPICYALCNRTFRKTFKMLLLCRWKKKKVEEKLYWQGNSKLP
CRFBP-R2 agonist – agonists of human CRF-binding protein/CRF-R2 receptor complex; HEK293 CRF-R2/CRF-BP, calcium dye fluorescence (FLIPR); percent of saturating CRF peptide response; activation, % at 13.2 µM; actives 0.46% (n = 350,000); AID 588473;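 active means activation of at least 50%, plus an integration ratio under a set limit after plate pattern correction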;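 further: plate controls were neutral control wells without compound for no effect and CRF at EC100 for full effect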
TAAR1 antagonist – human TAAR1 antagonism. actives 1.5% (n = 360,000). CHO RD-HGA16 TAAR1, Fluo-8 calcium fluorescence, antagonist. inhibition, % at 3 µM. AID 624466;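 active means inhibition above a per-plate cutoff, the mean inhibition of test compounds on that plate plus 3 SD, cut at about 49% in these data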;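 further: 0% = DMSO plus EC80 beta-PEA response and 100% = DMSO alone without agonist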
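Test system: CHO RD-HGA16 cells bearing hTAAR1 | Reagent: β-PEA, EC80 | Compound dosing: 3 µM, single point | Schedule: Dye loading 75 min at 37 °C, then 30 min room temperature | Signal: Calcium fluorescence with Fluo-8 | Evaluation: Percent inhibition of PEA-evoked calcium signal, max/basal emission ratio | Control set: DMSO-only wells and EC80 β-PEA-stimulated wells | Repeats: Singlicate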
M5 PAM – positive allosteric modulators of human muscarinic M5 receptor. CHO-K1 hM5, Fluo-8 calcium, ACh EC20 PAM; 0% = ACh EC20, 100% = ACh EC100. activation, % at 3 µM. actives 0.3% (n = 360,000). AID 624038;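 active means activation above the run cutoff, the mean activation of all test compounds plus 3 SD, cut at about 18% in these data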
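Probe or stimulus: acetylcholine, EC20 level; Assay system: human M5 receptor in CHO-K1 cells; Schedule: compound preincubation 140 s before EC20 acetylcholine addition; Technique: intracellular calcium via Fluo-8 fluorescence; Dosing: single-point, 3 µM nominal; Read-out basis: percent activation from peak-over-basal fluorescence ratio, scaled EC20-to-EC100 acetylcholine; Repeats: one well per compound, no replicates.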
TAAR1 agonist – human TAAR1 agonism; actives 0.99% (n = 360,000); Q96RJ0; CHO RD-HGA16 TAAR1, Fluo-8 calcium fluorescence; vehicle wells 0%, saturating PEA agonist 100%; activation, % at 3 µM;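 active means activation above the mean activation of all test compounds in the run plus 3 SD, cut at about 38% in these data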
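test system = CHO RD-HGA16 cells carrying human TAAR1 plus Gα16 | schedule = 17-24 h seeding, 75 min 37 °C dye, 30 min RT | compound dosing = 3 µM single concentration | control set = DMSO and PEA EC100 | replicates = n 1 | signal = Fluo-8 fluorescence, 5 s baseline then 140 s kinetic read | measure = percent activation vs PEA EC100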
CRFBP-R2 block – antagonists of CRF-binding protein/CRF-R2 receptor complex; HEK293 CRF-R2/CRF-BP, CRF-induced calcium fluorescence; inhibition, % at 11.8 µM; actives 0.59% (n = 350,000);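 active means inhibition of the ligand-induced calcium signal above about 50% at the single tested concentration, limit read from the data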
CHO-K1 Ca PAM – M1 PAM counterscreen hit in parental CHO-K1 cells. actives 0.02% (n = 360,000). activation, % at 3 µM. AID 602247. ATP EC20, Fluo-8 calcium fluorescence; 0% at ATP EC20, 100% at ATP max;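 active means activation above the run cutoff, the mean activation of all test compounds plus 3 SD, cut at about 40% in these data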;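 further: peak over basal fluorescence ratio in a 140 s read after ATP addition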
CHRM4 PAM – potentiates acetylcholine response at human M4 receptor | CHO-K1 hM4/Gqi5, Fluo-8 calcium fluorescence, ACh EC20; 0% = ACh EC20, 100% = maximal ACh | actives 0.4% (n = 360,000) | P08173 | activation, % at 3 µM;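 active means activation above its plate's cutoff, the mean activation of sample wells plus 3 SD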; further: some results filed as inactive read as strong as hits
Target sequence (P08173 whole entry, looked up): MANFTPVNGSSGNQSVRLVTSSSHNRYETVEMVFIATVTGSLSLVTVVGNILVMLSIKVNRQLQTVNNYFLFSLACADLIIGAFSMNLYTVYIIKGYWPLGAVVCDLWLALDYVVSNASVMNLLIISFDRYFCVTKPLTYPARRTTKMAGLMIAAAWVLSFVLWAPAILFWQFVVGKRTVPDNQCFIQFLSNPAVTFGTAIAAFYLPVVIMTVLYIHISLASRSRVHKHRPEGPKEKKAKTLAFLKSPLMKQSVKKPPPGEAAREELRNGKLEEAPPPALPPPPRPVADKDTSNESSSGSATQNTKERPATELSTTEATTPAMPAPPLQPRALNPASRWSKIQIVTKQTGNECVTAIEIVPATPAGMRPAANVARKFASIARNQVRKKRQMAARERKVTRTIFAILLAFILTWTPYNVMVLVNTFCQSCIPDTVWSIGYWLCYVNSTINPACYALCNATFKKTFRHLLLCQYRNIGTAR
M5 antag – CHRM5 antagonism in calcium assay | P08912 | CHO-hM5 cells, Fluo-8 calcium fluorescence, ACh EC80 | inhibition, % at 3 µM | actives 0.59% (n = 360,000) | AID 624040;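 active means inhibition above a per-plate cutoff, the mean of that plate's test compounds plus 3 SD, cut at about 27% in these data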;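 further: 0% = acetylcholine EC80 with DMSO and 100% = DMSO without agonist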
* marks the source's active call; other numbers are inactive results; . = not tested or not shown.

molecule,M5 ag,CRFBP-R2 agonist,TAAR1 antagonist,M5 PAM,TAAR1 agonist,CRFBP-R2 block,CHO-K1 Ca PAM,CHRM4 PAM,M5 antag
CCc1ccc2oc(=O)cc(CN3CCOCC3)c2c1,0,0.9,8,2,0,6,15,0,1
Cn1ccnc1C(=O)c1cc(=O)c2ccccc2o1,1,-0.6,-15,-1,1,8,-6,0,-5
COc1ccc(NC(=O)CSc2nnc(-c3cnccn3)n2C)cc1OC,-2,-0.1,-2,0,0,-10,19,-7,7
CCC(C)NC(=O)c1ccccc1-c1nc2ccccc2[nH]1 (centres undefined),2,0.7,-3,5,4,-12,-9,9,6
O=C(COC(=O)C1CCCC1)Nc1cccc(Cl)c1Cl,2,-1.3,-30,5,-1,3,14,2,11
CCCc1cc(=O)[nH]c(SCC(=O)N(C)Cc2ccccc2)n1,0,-1.2,-9,2,0,-17,15,3,15
O=C(C1CCN(c2ncnc3c2nc2n3CCCCC2)CC1)N1CCN(c2ccccc2F)CC1,1,-1.1,-4,-4,4,11,-15,-9,0
O=C(COC(=O)c1ccco1)Nc1ccc([N+](=O)[O-])cc1Cl,0,-2.4,20,5,11,-3,8,6,-4
CN1CCN(CCCC(=O)c2ccc(C3CCCC3)cc2)CC1,-6,0.3,-19,-16,5,4,2,-11,18
Cn1nc(C(=O)Nc2nc(-c3ccc(F)cc3)cs2)ccc1=O,2,-1.2,11,-10,6,-4,6,-21,0
Clc1ccccc1/C=C/C=N/Nc1nc(N2CCOCC2)nc(N2CCOCC2)n1,-5,-2.5,16,-7,7,4,14,-4,14
CC(C)Cc1ccc(S(=O)(=O)N2CCCC2)cc1,-12,0.4,10,-15,13,-2,2,-20,9
Cc1ccc(C)c(S(=O)(=O)N2CCN(C(=O)c3cccn3C)CC2)c1,2,0.5,-10,-2,2,-2,8,10,0
N/C(=N\OS(=O)(=O)c1ccc(Cl)cc1)c1ccncc1,1,-0.2,-7,4,15,19,24,-7,-9
COc1ccc(C)cc1S(=O)(=O)N(CC(=O)Nc1cc([N+](=O)[O-])ccc1C)c1ccc(C)c(C)c1,-1,0.8,-8,-7,4,26,-4,3,2
COc1ccc(C(=O)Nc2ccc(N3CCOCC3)cc2)cc1S(=O)(=O)NC1CCCC1,2,-0.1,-5,0,-1,-5,20,1,8
CCN1C/C(=C/c2ccc(OC)c(O)c2)C(=O)/C(=C/c2ccc(OC)c(O)c2)C1,1,-1.3,2,4,4,5,-6,10,6
Cc1cccc(OCCC(=O)Nc2cc(S(=O)(=O)N3CCCCC3)ccc2N2CCOCC2)c1,0,-1.3,-4,6,6,-2,11,0,-3
CC(=O)Nc1ccc2nc(-c3ccncc3)[nH]c2c1,-6,-0.1,-21,7,18,4,20,13,-1
O=C1CN(S(=O)(=O)c2cc(Cl)ccc2Cl)CCN1,1,-1.4,-19,0,0,6,9,-3,3
Cc1nn(Cc2ccc(F)cc2)c(C)c1NC(=O)c1noc2c1CCc1ccccc1-2,2,2.2,47,-8,4,-6,-7,-5,3
Cc1ccc2c(CC(=O)OCc3nc(N)nc(Nc4ccccc4C)n3)coc2c1,-2,0.5,4,5,3,-1,10,2,-7
COc1cc2cc(CCO)oc(=O)c2cc1OC,-1,2.3,-2,4,9,2,8,11,12
COCCn1c(N)c(S(=O)(=O)c2cccs2)c2nc3ccccc3nc21,-1,-5.0,-11,-4,13,20,6,-7,3
O=C(c1ccc(F)cc1)c1ccc(CN2C(=O)c3ccccc3C2=O)o1,-1,0.0,11,-2,5,7,21,-4,-4
O=C(c1cccc(Cl)c1)N1CCN(S(=O)(=O)c2ccc(Cl)s2)CC1,0,-0.3,7,-4,1,0,-1,0,9
CC1CC(C)CN(C(=O)c2ccc(CSc3nc4ccncc4[nH]3)cc2)C1 (centres undefined),4,0.3,-5,-3,32,12,4,-5,-4
O=c1[nH]ncc(NCc2ccc(Cl)cc2)c1Cl,-1,23,-12,-8,15,-2,10,4,-8
CCOC(=O)C1CCN(C(=O)c2sc3ncn(CC(=O)N4CCCCC4)c(=O)c3c2C)CC1,2,-1.2,-3,-4,0,8,-2,-2,2
CCCC(=O)Nc1nnc(SCC(=O)NCc2cccs2)s1,-4,-1.2,-12,-4,8,17,-2,-2,6
Cc1noc(C)c1S(=O)(=O)N(CC(=O)N1CCc2ccccc21)c1ccc(C(C)C)cc1,0,-0.1,-3,-2,0,-12,17,1,3
CC(C)CN1CCN(Cc2cccc3ncccc23)CC1CCO (centres undefined),-5,-0.7,-13,2,4,-4,20,2,9
O=C(NC(O)C(=O)c1ccccc1)c1ccccn1 (centres undefined),1,-0.6,-5,3,2,7,19,-2,4
O=C(Nc1ccc(F)cc1)OCCOc1ccc(Br)cc1,-5,0.1,14,-11,3,13,-4,-8,16
O=C(/C=C/c1cccs1)c1cc(Br)ccc1OC(=O)N1CCOCC1,-6,1.1,-11,-18,8,-44,17,-8,6
Cc1ccc(C2=NN(C3=NN=C(N)Cc4ncnn43)C(O)(C(F)(F)F)C2)cc1 (centres undefined),-3,3.5,-22,1,8,8,17,-4,-11
CC(NC(=O)Cc1ccc(S(=O)(=O)N2CCOCC2)s1)c1ccc(Cl)c(Cl)c1 (centres undefined),2,0.3,30,-5,16,-24,3,-1,7
COc1ccc(NS(=O)(=O)NC(=O)c2c[nH]c3ccccc23)cc1,-4,-0.6,-18,4,0,0,20,5,-2
O=C1OC2(c3ccccc3)C3CCCC2C13,-1,-1.7,16,3,8,5,23,6,-3
Oc1ccccc1/C=N/n1c(COc2ccccc2)n[nH]c1=S,-2,-1.7,-16,-2,-1,13,-5,2,12
Cc1cc(C)c2c(N)c(C(=O)Nc3ccccc3Cl)sc2n1,3,-2.0,6,11,2,-11,-17,2,2
Cn1c(=O)c2c(nc(N3CCCCC3)n2C)n(C)c1=O,-3,-0.3,0,-5,0,-5,12,3,1
COc1ccc(C2=CC(=O)OC3(CCCCC3)O2)cc1,-3,-1.3,-5,1,12,-5,15,5,-1
COC(=O)Nc1nnc(COc2ccccc2)s1,6,1.7,-36,11,3,-33,10,-1,-15
CC(C(=O)NC1=NCCS1)(C(F)(F)F)C(F)(F)F,0,2.5,0,-4,7,-20,-1,11,4
CCC(C)CN1C(=O)CN(S(C)(=O)=O)CC1(C)C(=O)NC(C)C (centres undefined),3,.,-6,8,2,.,.,5,-9
COc1cc(S(=O)(=O)N2CCOCC2)ccc1N,-3,-1.9,5,0,2,16,-2,3,8
O=C(O)CCN1C(=O)S/C(=C\c2cccnc2)C1=O,3,-2.1,-11,6,-1,5,6,5,-7

A stretch from the list above, for reference:
molecule,M5 ag,CRFBP-R2 agonist,TAAR1 antagonist,M5 PAM,TAAR1 agonist,CRFBP-R2 block,CHO-K1 Ca PAM,CHRM4 PAM,M5 antag
Cc1cc(C)c2c(N)c(C(=O)Nc3ccccc3Cl)sc2n1,3,-2.0,6,11,2,-11,-17,2,2
Cn1c(=O)c2c(nc(N3CCCCC3)n2C)n(C)c1=O,-3,-0.3,0,-5,0,-5,12,3,1

Next part:
molecule,M5 ag,CRFBP-R2 agonist,TAAR1 antagonist,M5 PAM,TAAR1 agonist,CRFBP-R2 block,CHO-K1 Ca PAM,CHRM4 PAM,M5 antag
C/C(=N\OC(=O)c1c(-c2c(F)cccc2Cl)noc1C)c1nccs1,-14,-0.3,5,-2,0,10,24,-1,-5
Clc1ccc(OCc2nn3c(-c4ccco4)nnc3s2)c(Cl)c1,1,-1.3,-6,1,8,0,19,-9,-5
Cc1ccc(CN2CCN(C(=O)CCN3C(=O)c4ccccc4C3=O)CC2)cc1,0,-3.1,-13,0,5,2,-4,3,2
CCOC(=O)C1CCCN(Cc2c(C(=O)N3CCCCC3)nc3c(C)cccn23)C1 (centres undefined),4,-0.1,12,-4,7,0,11,-10,6
Cc1ccc(O)c(-c2cc(C(=O)NCc3ccccc3)[nH]n2)c1,2,-0.6,15,-7,8,-31,10,-7,5
CCOc1cccc(NC(=O)Cn2nc(-c3ccc4c(c3)OCCO4)ccc2=O)c1,-3,0.3,1,6,-7,-13,0,6,1
Cn1c2c(c(=O)n(C)c1=O)CN(CCc1ccccc1)CN2,0,-2.0,60*,-2,91*,14,10,4,1
O=c1cc(-c2ccccc2)nc(SCCOc2ccccc2Cl)[nH]1,-6,-1.2,2,-5,1,6,3,-7,0
O=C(CNC(=O)c1ccc(Br)o1)NCC1CCCO1 (centres undefined),-2,-0.4,-23,-2,0,-1,-17,5,8
COc1ccc(CCNC(=O)c2cccnc2Cl)cc1OC,4,1.2,-10,-12,12,-13,1,-19,13
Cc1nc(N2CCCCC2)c2c(C)c(C(=O)Nc3ccc4c(c3)OCCO4)sc2n1,-6,0.2,19,6,-4,-9,-27,2,-16
CCOc1ccc(C(=O)N[C@H](C(=O)Nc2ccccc2OC)C(C)C)cc1,-4,-0.3,1,4,1,1,17,2,3
O=C(Nc1nccs1)C1CCN(S(=O)(=O)c2cnc[nH]2)CC1,1,-0.6,10,1,16,21,16,-2,-4
Cc1noc(C(=O)NCC2CCCO2)c1Cl (centres undefined),-1,0.9,2,4,0,-6,-19,2,-2
COc1ccc(N(Cc2cc3cccc(C)c3[nH]c2=O)S(C)(=O)=O)cc1,3,-3.7,.,3,.,-14,9,-2,-1
CCc1c(C(=O)NNC(=S)NC2CCCCC2)csc1C,0,-2.3,9,3,5,-92,23,15,-12
O=C1c2ccccc2C(=O)N1CC1=CCS(=O)(=O)C1,-1,-0.2,-4,-8,10,-16,8,-6,1
CN(C)S(=O)(=O)c1cccc(NC(=O)c2cc(=O)[nH]c(=O)[nH]2)c1,-1,0.3,-21,6,1,2,-3,-4,-7
Cc1c(NC(=O)c2cccc(NS(C)(=O)=O)c2)c(=O)n(-c2ccccc2)n1C,-1,1.4,1,7,0,-27,14,3,8
CCCC(=O)Nc1nnc(S(=O)(=O)N(CC(C)C)c2ccccc2)s1,-1,-0.5,-6,-2,2,-16,2,2,14
CCn1nc(C(=O)Nc2ccc(S(=O)(=O)Nc3ncccn3)cc2)c2ccccc2c1=O,-1,-1.9,-9,5,2,1,-9,1,4
COc1ccc(NC(=O)c2ccc(-c3ccccc3C(F)(F)F)o2)cc1,4,-1.2,13,3,31,-3,10,3,8

Rows were taken by chance (roughly 4.2% active in at least one column).
